MBNL1 CUG block – qHTS Assay for Inhibitors of MBNL1-poly(CUG) RNA binding; Muscleblind-like protein 1 (Homo sapiens), Q9NR56; TR-FRET MBNL1-His/biotin-(CUG)12 binding, 665/545 ratio; Potency, µM (highest dose often 57.5 µM), inactives show at the top dose activity change, negative = inhibition, usual class: inhibitors; actives 0.036% (n = 280,000); active = well fitted inhibition curve with a large enough effect in the signal ratio, with a control signal flat, not every such curve was filed as active; inconclusive = small, poorly fitted or top-dose-only effect, or effect the other way, or a change in a side signal; inactive = no such curve, though single readings can be large or run the other way; the % refers to the signal ratio; note: % is set by controls: 0 for no effect and ±100 for the full control effect
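Inhibition of protein-RNA binding appears as loss of TR-FRET between terbium anti-His antibody on MBNL1-His and streptavidin-XL665 on biotin-(CUG)12. Activity is normalized to buffer-only and uninhibited-complex controls.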
RORgamma inh – qHTS for inhibitors of ROR gamma transcriptional activity; Drosophila S2 Gal4-RORgamma UAS-luciferase reporter, 20 h; Potency, µM (titrated, usually from 53.6 µM), for inactives: top-dose activity change, negative = inhibition, hits mostly inhibitors; actives 5.4% (n = 310,000); AID 2551, 2010; note: % is set by controls: 0 for no effect and ±100 for the full control effect; nearly all actives have a fitted effect of over 60% in size
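Read-out: Photinus luciferase luminescence; inhibitors lower reporter signal. Insect Schneider cells with Gal4-ROR gamma fusion under metallothionein promoter, UAS reporter; 700 uM final copper sulfate induction, 20 hr, ambient temperature.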
NPC1 promoter act – qHTS Assay for NPC1 Promoter Activators; Huh7 NPC1 promoter luciferase reporter, 24 h; AID 485313, 2010; actives 2.4% (n = 320,000); Potency, µM (top dose mostly 9.22 µM), without a hit: at the top dose activation, hits mostly activators;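 note: % of control where 0% means no effect; nearly all actives have a fitted effect of over 60% in size; reporter is driven by a mutant NPC1 promoter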
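Readout is luciferase luminescence, reflecting NPC1 promoter activation in stably transfected Huh7 cells after 24 h compound exposure at 37 °C in reduced-serum medium with 10% FBS.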
Gal4-VP16 FLuc – VP16 counterscreen qHTS for inhibitors of ROR gamma transcriptional activity; Drosophila S2 Gal4-VP16 UAS-luciferase, luminescence, 20 h; Potency, µM (titrated, usually from 53.6 µM), for inactives: at the top dose activity, negative = inhibition, most hits filed as inhibitors; actives 3.5% (n = 310,000); AID 2546, 2010;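 note: Gal4-VP16 expression switched on by copper sulfate through the metallothionein promoter; % is set by controls: 0 for no effect and ±100 for the full control effect; nearly all actives have a fitted effect of over 50% in size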
uPA generation – qHTS for Inhibitors of Cell Surface uPA Generation; actives 0.31% (n = 330,000); cell surface uPA generation assay, qHTS; Potency, µM (series often up to 38.3 µM), without a hit: at the top dose activity change, negative = inhibition, most hits filed as inhibitors; active = well fitted inhibition curve with a large enough effect; inconclusive = small, poorly fitted or top-dose-only effect; inactive = no such curve, though single readings can be large or run the other way; tested in mouse RAW 264.7 cells; note: % is set by controls: 0 for no effect and ±100 for the full control effect; nearly all actives have a fitted effect of over 55% in size
ELG1 genotox – qHTS screen for small molecules that induce genotoxicity in human embryonic kidney (HEK293T) cells expressing luciferase-tagged ELG1; HEK293T ELG1-luciferase reporter, luminescence, 16 h; Potency, µM (titrated, usually from 46 µM), without a hit: at the highest dose activity change, positive = activation, hits mostly activators; actives 1.3% (n = 330,000); note: % of control where 0% means no effect; nearly all actives have a fitted effect of over 60% in size
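16 hr compound incubation (37 °C, 5% CO2) of HEK293T cells carrying luciferase-tagged ELG1; luciferase then measured by ONE-Glo luminescence after 30 min at RT.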
FLuc modulator – qHTS profiling assay for firefly luciferase inhibitor/activator using purifed enzyme and Km concentrations of substrates (counterscreen for miR-21 project) | Luciferin 4-monooxygenase (Photinus pyralis), P08659 | purified FLuc, Km substrates, luminescence inhibition | Potency, µM (titrated, usually from 57.5 µM), for the others: at the top dose activity change, negative = inhibition, actives largely listed as inhibitors | actives 6.9% (n = 360,000) | AID 588342, 2011;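 note: plate controls were vehicle for no effect and reference inhibitor for full effect; nearly all actives have a fitted effect of over 55% in size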
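Purified P. pyralis luciferase (10nM final) with 10uM D-luciferin and 10uM ATP (Km levels) in 50mM Tris acetate pH 7.5, 10mM Mg acetate, 0.01% Tween-20, 0.05% BSA; qHTS 6-point titration, ~60 µM downward; luminescence read.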
BRCA1 expr up – qHTS Assay to Identify Small Molecule Activators of BRCA1 Expression | MCF7-BRCA1-FFLuc reporter, luminescence, 48 h; response scale: scaled: vehicle 0%, 10 µM genistein 100% | Potency, µM (doses to about 46.1 µM), inactives show at the top dose activation, actives largely listed as activators | actives 1.1% (n = 380,000); note: nearly all actives have a fitted effect of over 80% in size; some results filed as inactive show a strong effect at the top dose
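First, MCF7-BRCA1-FFLuc cells (2000/well) attach for 2 h; next, compounds are pin-added and incubated 48 h at 37 °C; finally, luciferase reagent is added and luminescence read after 15 min.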
CXXC DNA block – qHTS Fluorescence Polarization Assay for Inhibitors of MLL CXXC domain - DNA interaction; MLL-CXXC / FITC-HOXA9 DNA fluorescence polarization; Potency, µM (doses to about 115 µM), inactives show at the highest dose activity change, negative = inhibition, hits mostly inhibitors; Histone-lysine N-methyltransferase 2A (Homo sapiens), Q03164; actives 0.037% (n = 290,000); AID 2662, 2010; active = well fitted inhibition curve with a large enough effect in the polarisation, with a control signal flat, not every such curve was filed as active; inconclusive = small, poorly fitted or top-dose-only effect, or effect the other way, or a change in a side signal; inactive = no such curve, though single readings can be large or run the other way; the % refers to the polarisation
Target sequence (Q03164 whole entry, looked up, the tested form may be a part): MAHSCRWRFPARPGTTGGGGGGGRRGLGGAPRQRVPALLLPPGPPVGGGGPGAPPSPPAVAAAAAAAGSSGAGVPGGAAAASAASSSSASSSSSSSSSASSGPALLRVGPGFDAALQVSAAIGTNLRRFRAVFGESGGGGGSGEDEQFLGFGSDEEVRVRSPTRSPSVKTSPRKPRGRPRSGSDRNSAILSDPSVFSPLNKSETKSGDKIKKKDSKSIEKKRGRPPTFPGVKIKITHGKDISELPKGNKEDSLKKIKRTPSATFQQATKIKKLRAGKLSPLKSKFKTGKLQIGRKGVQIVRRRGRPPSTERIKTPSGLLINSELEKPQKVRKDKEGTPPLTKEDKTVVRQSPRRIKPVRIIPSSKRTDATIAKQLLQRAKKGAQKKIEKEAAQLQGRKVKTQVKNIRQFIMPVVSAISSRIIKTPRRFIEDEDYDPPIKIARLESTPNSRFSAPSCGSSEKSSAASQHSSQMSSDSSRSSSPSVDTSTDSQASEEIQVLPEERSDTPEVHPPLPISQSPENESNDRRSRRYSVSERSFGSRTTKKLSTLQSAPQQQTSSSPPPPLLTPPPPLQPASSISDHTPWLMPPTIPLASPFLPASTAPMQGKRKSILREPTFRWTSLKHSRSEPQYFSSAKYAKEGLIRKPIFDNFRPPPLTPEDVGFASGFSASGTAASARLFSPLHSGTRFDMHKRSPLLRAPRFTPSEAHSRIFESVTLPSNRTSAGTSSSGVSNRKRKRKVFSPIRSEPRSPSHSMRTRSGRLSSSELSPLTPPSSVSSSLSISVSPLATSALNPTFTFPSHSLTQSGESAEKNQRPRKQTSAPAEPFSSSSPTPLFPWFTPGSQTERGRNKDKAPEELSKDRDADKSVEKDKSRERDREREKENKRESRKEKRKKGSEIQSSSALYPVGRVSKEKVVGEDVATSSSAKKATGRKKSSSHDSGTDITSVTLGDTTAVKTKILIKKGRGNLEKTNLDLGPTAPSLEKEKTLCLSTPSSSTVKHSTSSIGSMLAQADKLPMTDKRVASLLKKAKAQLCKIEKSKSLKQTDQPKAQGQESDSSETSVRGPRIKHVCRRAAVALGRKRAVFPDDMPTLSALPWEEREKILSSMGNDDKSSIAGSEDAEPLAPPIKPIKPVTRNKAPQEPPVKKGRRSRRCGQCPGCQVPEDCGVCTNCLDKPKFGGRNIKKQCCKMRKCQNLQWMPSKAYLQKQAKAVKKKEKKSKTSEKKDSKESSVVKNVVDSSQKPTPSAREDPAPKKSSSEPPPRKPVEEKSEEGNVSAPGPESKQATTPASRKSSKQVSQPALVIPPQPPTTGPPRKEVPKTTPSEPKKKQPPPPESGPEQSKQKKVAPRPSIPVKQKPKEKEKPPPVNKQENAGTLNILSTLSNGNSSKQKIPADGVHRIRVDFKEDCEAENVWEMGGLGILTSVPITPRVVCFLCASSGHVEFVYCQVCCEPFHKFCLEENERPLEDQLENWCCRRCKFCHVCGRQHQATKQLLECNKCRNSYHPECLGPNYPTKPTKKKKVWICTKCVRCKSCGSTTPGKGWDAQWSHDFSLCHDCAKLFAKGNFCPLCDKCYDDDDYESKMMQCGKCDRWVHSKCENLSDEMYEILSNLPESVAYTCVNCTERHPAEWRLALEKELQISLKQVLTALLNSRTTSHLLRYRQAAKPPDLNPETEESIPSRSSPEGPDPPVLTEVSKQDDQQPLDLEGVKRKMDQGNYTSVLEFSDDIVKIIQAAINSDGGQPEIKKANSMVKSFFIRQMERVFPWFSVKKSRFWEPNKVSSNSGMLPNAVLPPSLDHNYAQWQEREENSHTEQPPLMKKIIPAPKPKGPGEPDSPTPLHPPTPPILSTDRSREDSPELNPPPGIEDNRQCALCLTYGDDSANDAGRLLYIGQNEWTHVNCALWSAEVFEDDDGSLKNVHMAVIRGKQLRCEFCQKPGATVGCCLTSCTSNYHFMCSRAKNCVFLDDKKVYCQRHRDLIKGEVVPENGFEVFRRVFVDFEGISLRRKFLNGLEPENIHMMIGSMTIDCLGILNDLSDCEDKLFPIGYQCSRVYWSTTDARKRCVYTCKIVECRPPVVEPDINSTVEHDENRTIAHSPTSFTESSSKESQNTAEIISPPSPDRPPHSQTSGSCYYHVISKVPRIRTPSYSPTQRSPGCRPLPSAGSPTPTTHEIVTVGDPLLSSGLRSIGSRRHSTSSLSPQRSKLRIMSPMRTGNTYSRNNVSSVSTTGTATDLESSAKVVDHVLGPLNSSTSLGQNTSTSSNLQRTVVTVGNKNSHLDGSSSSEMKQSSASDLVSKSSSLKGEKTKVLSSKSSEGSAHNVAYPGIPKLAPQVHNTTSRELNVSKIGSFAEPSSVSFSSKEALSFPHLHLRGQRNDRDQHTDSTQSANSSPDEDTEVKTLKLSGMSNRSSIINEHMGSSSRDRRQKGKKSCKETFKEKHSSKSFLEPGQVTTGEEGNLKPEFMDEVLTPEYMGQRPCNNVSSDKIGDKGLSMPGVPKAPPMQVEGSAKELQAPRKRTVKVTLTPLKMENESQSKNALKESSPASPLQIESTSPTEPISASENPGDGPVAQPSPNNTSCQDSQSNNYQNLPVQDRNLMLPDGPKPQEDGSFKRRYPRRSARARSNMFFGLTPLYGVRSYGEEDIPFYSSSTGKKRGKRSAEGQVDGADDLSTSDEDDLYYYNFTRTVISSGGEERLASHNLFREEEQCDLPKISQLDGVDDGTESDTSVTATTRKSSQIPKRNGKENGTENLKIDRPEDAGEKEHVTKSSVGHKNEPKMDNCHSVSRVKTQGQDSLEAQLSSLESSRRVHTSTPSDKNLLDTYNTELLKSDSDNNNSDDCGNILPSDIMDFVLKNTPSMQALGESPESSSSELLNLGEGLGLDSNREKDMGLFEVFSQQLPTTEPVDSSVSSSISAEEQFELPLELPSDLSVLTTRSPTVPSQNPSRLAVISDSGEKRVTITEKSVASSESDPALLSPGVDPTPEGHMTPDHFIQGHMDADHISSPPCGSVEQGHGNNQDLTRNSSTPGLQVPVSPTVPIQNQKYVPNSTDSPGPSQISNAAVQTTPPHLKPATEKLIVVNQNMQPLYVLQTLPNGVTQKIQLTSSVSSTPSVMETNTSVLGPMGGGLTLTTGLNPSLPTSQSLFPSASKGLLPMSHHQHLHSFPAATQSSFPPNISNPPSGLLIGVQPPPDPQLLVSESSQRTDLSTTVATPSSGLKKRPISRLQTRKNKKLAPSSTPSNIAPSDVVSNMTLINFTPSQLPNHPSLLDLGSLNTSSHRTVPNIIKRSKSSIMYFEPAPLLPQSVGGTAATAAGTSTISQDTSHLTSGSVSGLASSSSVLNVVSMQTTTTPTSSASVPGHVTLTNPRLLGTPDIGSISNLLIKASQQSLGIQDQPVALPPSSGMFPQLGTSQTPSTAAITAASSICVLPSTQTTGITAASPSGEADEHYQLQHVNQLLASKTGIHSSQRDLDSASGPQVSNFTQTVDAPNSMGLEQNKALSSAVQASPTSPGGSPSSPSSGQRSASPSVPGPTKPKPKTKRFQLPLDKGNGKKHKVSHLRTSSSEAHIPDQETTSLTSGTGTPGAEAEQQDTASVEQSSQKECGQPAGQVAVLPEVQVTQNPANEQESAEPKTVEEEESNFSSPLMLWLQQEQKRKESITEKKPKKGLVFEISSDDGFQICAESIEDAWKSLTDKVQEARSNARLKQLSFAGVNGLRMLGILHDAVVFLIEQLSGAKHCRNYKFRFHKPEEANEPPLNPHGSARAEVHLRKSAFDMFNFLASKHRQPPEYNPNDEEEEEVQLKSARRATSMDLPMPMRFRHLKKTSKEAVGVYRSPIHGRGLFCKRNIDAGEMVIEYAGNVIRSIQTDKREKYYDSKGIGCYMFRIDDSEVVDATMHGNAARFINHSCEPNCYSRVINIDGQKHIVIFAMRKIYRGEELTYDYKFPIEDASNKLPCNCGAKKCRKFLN
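Purified MLL-CXXC (added from a 7 uM solution) was preincubated 5 min at ambient with pinned compounds in 50 mM Tris-HCl pH 7.5, 50 mM NaCl, 1 mM DTT, 0.05% BSA. Fluorescein-labeled HOX-A9 DNA (50 nM solution) followed, 30 min, then polarization read.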
Rab9 prom act – qHTS Assay for Rab9 Promoter Activators | Huh7 Rab9 promoter-luciferase reporter, luminescence, 24 h | Potency, µM (series often up to 9.22 µM), for inactives: at the highest dose activation, negative = inhibition, most hits filed as activators | actives 2.8% (n = 320,000) | AID 485297, 2010; note: % of control where 0% means no effect; nearly all actives have a fitted effect of over 60% in size
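Rab9 promoter-driven luciferase in stably transfected Huh7 cells; 1500 cells/well rested 2 h, exposed to compound in DMSO for 24 h at 37 °C, 5% CO2. Luminescence read 10 min after adding luciferase reagent at ambient temperature.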
p53 reactivation – qHTS assay for re-activators of p53 using a Luc reporter; actives 0.063% (n = 320,000); H1299 p53-A138V BP100-luciferase reporter, luminescence, 24 h; Potency, µM (titrated, usually from 92.2 µM), without a hit: top-dose activity change, positive = activation, usual class: activators; note: % of control where 0% means no effect; nearly all actives have a fitted effect of over 45% in size
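H1299 (p53-null), stable ts p53-A138V + BP100-Luc; 1000 cells/well, Opti-MEM/10% FBS; cpd 4 pt, 1:5; 24 h, 37 deg C, 5% CO2; detection reagent 10 min RT; luminescence.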
An asterisk follows results filed as active; ? = inconclusive; nt = no result given; [ ] = remark or other dose. Unless noted, calls come from the whole dose curve; as a rule, active = well fitted curve in the direction sought with a large enough effect; inconclusive = small, poorly fitted or top-dose-only effect, or another doubt; inactive = no such curve, though single readings can be large; an effect the other way counts as inactive or inconclusive. Potency is the fitted concentration of half-maximal effect.

SMILES	MBNL1 CUG block	RORgamma inh	NPC1 promoter act	Gal4-VP16 FLuc	uPA generation	ELG1 genotox	FLuc modulator	BRCA1 expr up	CXXC DNA block	Rab9 prom act	p53 reactivation
O=C(O)CC1SC(=O)N(Cc2ccccc2)C1=O (configuration not stated)	-9%	1%	-5%	2%	0%	3%	1%	13%	0%	-2%	51%
Cc1noc(C)c1CSCC(=O)OCC(=O)Nc1sccc1C#N	-7%	-13%	-4%	-14%	2%	0%	?	1%	12%	6%	-2%
COc1ccc(/C=N/n2c(-c3n[nH]c4c3CCC4)n[nH]c2=S)cc1	-4%	-37%	-6%	-7%	-5%	-2%	-2%	-31%	5%	-9%	-5%
Cn1c(=O)c2c(nc(CN3CCC(C(N)=O)CC3)n2Cc2c(Cl)cccc2Cl)n(C)c1=O	-2%	-38%	-2%	1%	0%	12%	6%	-11%	-7%	0%	-7%
CC(=O)N1CCN(C(=O)COC(=O)COc2ccc(C#N)cc2)CC1	nt	nt	-2%	nt	3%	0%	-1%	-4%	nt	-3%	-1%
COc1cccc(N2C(=O)CC(N3CCC(c4nc5ccccc5[nH]4)CC3)C2=O)c1 (configuration not stated)	0%	42%	1%	-14%	4%	-1%	-36%	7%	-7%	-7%	3%
O=C(CSc1nnc(Cc2ccccc2)o1)c1ccc2c(c1)OCO2	nt	nt	-1%	nt	-6%	0%	-4%	-3%	nt	-1%	24%
Cc1oc2ccc(OCC(N)=O)cc2c1C(=O)OC(C)C	8%	-4%	-4%	-2%	-3%	-2%	3%	0%	-2%	2%	-8%
COc1ccc(F)c(CN2CCC(n3nccc3NC(=O)CCCc3ccccc3)CC2)c1	1%	16%	-1%	12%	6%	-6%	-1%	-15%	-2%	4%	5%
CCC(=O)NCCc1nc2cc(NC(=O)c3ccc(Cl)cc3)ccc2n1C	-6%	-20%	1.8µM*	-13%	-4%	?	11µM*	?	-6%	0.63µM*	?
N/C(=N\OC(=O)c1cccc(F)c1)c1cccc([N+](=O)[O-])c1	?	19%	26%	-8%	1%	?	1.5µM*	13µM*	15%	21%	8%
CCCOC(=O)NC(CC)COC(=O)Nc1cccc(C)c1C (configuration not stated)	2%	-15%	-2%	0%	9%	0%	-1%	10%	1%	1%	-16%
Cn1cc(C(=O)Nc2ccc(F)c(Cl)c2)cn1	3%	-4%	3%	-2%	-2%	5%	-14%	29%	-11%	-3%	11%
Cc1cc([N+](=O)[O-])nn1Cc1noc(C(=O)NCCCn2ccnc2)n1	17%	-34%	2%	-6%	nt	1%	1%	-2%	10%	-5%	0%
O=C(COc1ncnc2sccc12)N1CCN(C(=O)c2ccco2)CC1	-4%	34%	-2%	-8%	-3%	0%	3%	-4%	10%	0%	4%
CCOc1ccccc1CNC(c1ccccc1)c1ccccc1	14%	-10%[1.91 µM]	-6%	23%	-12%	-6%	1%	-2%	7%	-2%	nt
NS(=O)(=O)c1ccc(NC(=O)COc2ccc(S(=O)(=O)N3CCCC3)cc2)cc1	3%	-10%	-2%	2%	1%	2%	0%	-10%	31%	-2%	1%
CCN(CC)S(=O)(=O)c1cc(NC(=O)C2CC(=O)N(Cc3ccccc3)C2)ccc1Cl (configuration not stated)	nt	nt	-12%	nt	-13%	-5%	4%	-62%	nt	-17%	-2%
COc1cccc(-c2cc(C(F)(F)F)n3ncc(C(=O)O)c3n2)c1	?	-7%[0.365 µM]	-4%	nt	4%	-4%	2%	-2%	-3%	-6%	-1%
COC(=O)Cc1ccc(NC(=S)N2CCN(c3cc(Cl)ccc3C)CC2)cc1	-14%	13µM*	-8%	?	3%	0%	-18%	-30%	0%	-21%	0%
COc1ccc(CNC(=O)C2CCN(S(=O)(=O)c3ccc4c(c3)NC(=O)CO4)CC2)cc1	-13%	-5%	-2%	5%	3%	-1%	-1%	-1%	16%	2%	7%
CCN1CCN(Cc2ccc(NC(=O)c3cc(NC(=O)c4cc(-c5ccc(OC)cc5)n[nH]4)cc(OC)c3)cc2C(F)(F)F)CC1	-5%	?	-2%	?	?	8%	13µM*	-14%	71%[activator]	-2%	-10%
COc1ccc(NC(=O)Nc2cc(C(=O)O)ccc2N2CC3CC(C2)c2cccc(=O)n2C3)c(OC)c1 (configuration not stated)	-7%	6%	-1%	?	5%	1%	1%	-4%	5%	4%	6%
CCOc1ccc(N2C(=O)/C(=C/c3ccccc3OCC(=O)OC)N(CC(=O)OC)C2=S)cc1	?	31%	3%	-18%	1%	-6%	0%	0%	-1%	22%	0%
Cc1sc2ncnc(N3CCC(C(=O)NNC(=O)COc4ccc(Br)cc4)CC3)c2c1C	nt	nt	0%	nt	-8%	-2%	15%	-53%	nt	-5%	-6%
N#Cc1c(SCc2cccc(Cl)c2)sc(C(=O)c2ccccc2)c1N	10%	-13%	-5%	-1%	-4%	-9%	4%	-54%	3%	-2%	7%
CC(=O)c1ccc(S(=O)(=O)Nc2cccc(-c3cn4c(n3)SCC4)c2)cc1	0%	?	3%	-22%	2%	-6%	-15%	-25%	0%	5%	-1%
Cc1ccc(NC(=O)Cc2nnc(SCC(=O)c3ccc(Br)cc3)n2C)cc1Cl	-2%	1%	0%	10%	nt	0%	0%	nt	?	-4%	-4%
C(=N\Nc1nc(N2CCCCCC2)nc(N2CCCCCC2)n1)/c1ccccc1	-1%	8.9µM*	-3%	?	-7%	0%	-10%	-12%	8%	-2%	10%
CCOc1cc(N2CCOCC2)c(OCC)cc1NC(=O)c1ccc(OCc2c(C)noc2C)c(OC)c1	5%	-7%	-2%	-15%	6%	-2%	-2%	-31%	13%	-6%	-1%
COc1ccccc1NC(=S)N1CCN(c2cccc(C)c2C)CC1	-2%	11µM*	-7%	11µM*	-27%	-2%	-1%	-40%	-6%	-3%	5%
CC(C)N1CCc2c(sc(NC(=O)c3ccc(S(=O)(=O)N4CCCCC4C)cc3)c2C(N)=O)C1 (configuration not stated)	4%	?	2%	14µM*	0%	-3%	2%	-23%	36%[activator]	-8%	?
CC(=O)c1c(C)oc2ccc(N(C(C)=O)S(=O)(=O)c3ccc(F)cc3C)cc12	0%	29%	-8%	?	3%	-21%	1%	-25%	-9%	-15%	-13%
Cc1csc(NC(=O)CCSCCc2ccccn2)n1	-6%	?	-2%	1%	10%	-2%	1%	-2%	5%	3%	-2%
CCCn1c(NC(=O)CSCC(=O)Nc2cc(C)on2)nc2ccccc21	nt	nt	-1%	nt	0%	-9%	0%	-1%	nt	-3%	-7%
CC12CN3CC(C)(CN(C1)C3c1ccc([N+](=O)[O-])o1)C2 (configuration not stated)	?	-15%	10%	10%	-5%	-3%	-2%	-7%	-5%	0%	15%
CCOc1ccccc1NC(=S)NCC1CCCO1 (configuration not stated)	nt	11µM*	1%	?	-1%	0%	-4%	0%	10%	-1%	-5%
CC(C)(C)OC(=O)NC(Cc1ccccc1)C(=O)NCCCC(=O)O (configuration not stated)	-3%	20%	-4%	-1%	1%	2%	1%	0%	5%	-1%	0%
N#CCCN1CCN(S(=O)(=O)c2ccc(S(=O)(=O)N3CCCCCC3)cc2)CC1	-5%	5%	-3%	-3%	-7%	2%	-2%	3%	3%	-1%	0%
Cc1cc(C)c(S(=O)(=O)NCCc2ccccc2)c(C)c1	-9%	?	-1%	-17%	-5%	-3%	-7%	-18%	-5%	-1%	4%
COC(=O)NC(NC(=S)Nc1ccc([N+](=O)[O-])cc1)C(Cl)(Cl)Cl (configuration not stated)	16%	6%	-5%	4%	5%	-12%	2%	-75%	3%	-6%	0%
Cc1cc(NC(=O)COC(=O)CSc2nc3cc(Cl)ccc3n2Cc2ccccc2)no1	-1%	?	-6%	0%	13%	-1%	4%	-9%	-9%	-1%	-6%
CCOc1cc(C(=S)N2CCOCC2)ccc1OS(=O)(=O)c1ccc(C)cc1	-13%	8%	-5%	17%	-1%	1%	-3%	-18%	1%	-2%	3%
CCOC(=O)C(CC)n1cnc2c(nnn2-c2ccc(F)cc2)c1=O (configuration not stated)	2%	-2%	7%	-1%	-6%	3%	-14%	7%	nt	3%	nt

These rows are one share of the data (hit frequency here may not be typical).
